A3G deaminase: APOBEC3G DNA deaminase inhibitors, primary screen, biochemical, fluorescence, single-stranded DNA substrate, uHTS; inhibition, % at 20 µM; 330,000 tested, 0.28% active; DNA dC->dU-editing enzyme APOBEC-3G (Homo sapiens), Q9HC16; recombinant A3G, ssDNA deamination FAM/TAMRA fluorescence;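 active = inhibition of at least 40% at 20 µM, with no more than 30% in the related APOBEC3A deaminase screen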;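 also: plate controls were DMSO wells with A3G for no effect and wells lacking A3G enzyme for full effect; some compounds called inactive have numbers as strong as hits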
Target sequence (Q9HC16 whole entry, looked up): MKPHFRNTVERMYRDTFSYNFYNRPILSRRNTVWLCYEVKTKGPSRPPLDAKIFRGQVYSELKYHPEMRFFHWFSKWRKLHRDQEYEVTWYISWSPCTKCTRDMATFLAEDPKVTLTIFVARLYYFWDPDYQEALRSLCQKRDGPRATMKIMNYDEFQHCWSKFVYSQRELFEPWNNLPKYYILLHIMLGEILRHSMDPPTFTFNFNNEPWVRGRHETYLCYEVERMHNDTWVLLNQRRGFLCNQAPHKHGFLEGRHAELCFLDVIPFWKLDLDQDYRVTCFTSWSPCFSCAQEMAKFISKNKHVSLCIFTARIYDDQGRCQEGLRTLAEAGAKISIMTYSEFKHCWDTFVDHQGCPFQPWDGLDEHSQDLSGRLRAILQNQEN
mIAP block: inhibitors of mouse IAP, primary screen, biochemical, luminescence, uHTS; purified mouse IAP, CDP-Star luminescence, 30 min; inhibition, % at 10 µM; 330,000 tested, 0.2% active;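 active = inhibition of at least 40% at 10 µM in the primary screen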;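 also: plate controls were DMSO with enzyme for no effect and no enzyme wells for full effect; values of inactives mirror those of a sister screen read the other way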
hIAP block: human IAP inhibitors, primary screen, biochemical, luminescence, uHTS | Intestinal-type alkaline phosphatase (Homo sapiens), P09923 | purified IAP, CDP-Star luminescence, 30 min | AID 2544, 2010 | inhibition, % at 10 µM | 330,000 tested, 0.12% active;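 active = inhibition reaching a set limit with compound at 10 µM in the primary screen, cut at about 35% in these data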;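 also: plate controls were DMSO wells with enzyme for no effect and no-enzyme buffer wells for full effect; values of inactives mirror those of a sister screen read the other way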
Target sequence (P09923 whole entry, looked up): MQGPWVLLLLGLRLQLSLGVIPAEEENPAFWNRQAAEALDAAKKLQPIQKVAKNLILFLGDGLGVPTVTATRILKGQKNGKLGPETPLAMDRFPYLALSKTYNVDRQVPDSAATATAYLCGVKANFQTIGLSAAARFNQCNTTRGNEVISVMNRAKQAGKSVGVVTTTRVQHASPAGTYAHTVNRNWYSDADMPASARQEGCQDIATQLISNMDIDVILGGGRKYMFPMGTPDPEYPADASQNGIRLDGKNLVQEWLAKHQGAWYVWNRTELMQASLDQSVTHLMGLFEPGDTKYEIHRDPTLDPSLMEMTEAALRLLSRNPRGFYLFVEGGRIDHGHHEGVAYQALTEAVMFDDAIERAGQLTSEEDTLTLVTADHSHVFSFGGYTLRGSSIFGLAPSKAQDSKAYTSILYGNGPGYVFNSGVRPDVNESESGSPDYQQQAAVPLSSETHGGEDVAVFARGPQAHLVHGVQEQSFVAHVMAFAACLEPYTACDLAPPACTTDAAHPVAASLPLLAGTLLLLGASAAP
hIAP activ: human IAP activators, primary screen, biochemical, luminescence, uHTS; 330,000 tested, 0.16% active; activation factor at 10 µM; Intestinal-type alkaline phosphatase (Homo sapiens), P09923; purified human IAP, CDP-Star luminescence, 30 min; stronger effect = higher value; 1 = vehicle-only enzyme, 0 = enzyme-free background;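 active = activation factor of the enzyme at least 2-fold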; also: the source names both 10 and 20 µM as test concentration; values of inactives mirror those of a sister screen read the other way
mIAP act: activators of mouse IAP, primary screen, biochemical, luminescence, uHTS; AID 2805, 2010; 330,000 tested, 0.24% active; muIAP, CDP-Star luminescence, 30 min; stronger effect = higher value; 1 = vehicle-only enzyme signal, 0 = enzyme-free wells; intestinal alkaline phosphatase [Mus musculus]; activation factor at 10 µM;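 active = activation factor of at least 2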; also: the source names both 10 and 20 µM as test concentration; values of inactives mirror those of a sister screen read the other way
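Assay system: mouse IAP enzyme; Reagent: CDP-Star chemiluminescent phosphatase substrate; Compound: DMSO-dissolved test compounds; Incubation: 30 min, room temperature; Technique: luminescence from enzymatic CDP-Star hydrolysis; Controls: DMSO-only wells and no-enzyme negative control.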
MPTP inh: mitochondrial permeability transition pore inhibitors, primary screen, biochemical, isolated mouse mitochondria, absorbance | Ca2+ swelling absorbance, 30 min | inhibition, % at 10 µM | 360,000 tested, 1.4% active | AID 602449, 2012;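 active = inhibition of 50% or more, scaled per plate between neutral and stimulator controls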;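 also: 0% = DMSO wells given calcium and 100% = 1 mM EGTA wells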
APOBEC3A inh: APOBEC3A ssDNA deaminase inhibitors, primary screen, selectivity assay for APOBEC3G inhibitor project, biochemical, FAM/TAMRA oligo cleavage fluorescence | 330,000 tested, 0.41% active | recombinant A3A, FAM/TAMRA ssDNA deamination fluorescence | DNA dC->dU-editing enzyme APOBEC-3A (Homo sapiens), P31941 | AID 493011, 2011 | inhibition, % at 20 µM;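 active = at least 40% inhibition at 20 µM here, with at most 30% in a related deaminase screen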;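 also: plate controls were A3A with DMSO for no effect and wells lacking A3A enzyme for full effect; some results filed as inactive read as strong as hits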
ATG4B inhibitor: ATG4B protease inhibitors, primary screen, biochemical, fluorescence, uHTS; ATG4B cleavage of LC3-PLA2, NBD-HPC fluorescence, 1 h; inhibition, % at 8.33 µM; Cysteine protease ATG4B (Homo sapiens), Q9Y4P1; 340,000 tested, 0.51% active; in the data active = inhibition above about 40%
MIN6 prolif: inducers of MIN6 beta-cell proliferation, primary screen, ATP luminescence, uHTS | MIN6 cells proliferation, ATPlite luminescence, 48 h; cells starved in 0.2% serum; 100% = growth in 10% serum | proliferation, % at 10 µM | 330,000 tested, 0.29% active | AID 2380, 2010;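 active = compounds whose signal lies at least 3.5 SD above the mean of all wells on their plate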;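 also: 0% = DMSO-treated cells in low-serum medium and 100% = 10% serum control; some compounds called inactive have numbers as strong as hits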
Starred values were filed as active, the others as inactive; & = joins results of further samples.

SMILES	A3G deaminase	mIAP block	hIAP block	hIAP activ	mIAP act	MPTP inh	APOBEC3A inh	ATG4B inhibitor	MIN6 prolif
CCCCCn1c(=S)[nH]c2cc(C(=O)N3CCCC3)ccc2c1=O	-7	4	1	0.99	0.95	1.1	-2	5	2
CC(=O)c1ccc(N(CC(=O)NC2CCS(=O)(=O)C2)S(=O)(=O)c2ccc(C)cc2)cc1 (configuration not stated)	-3	3	-1	1	0.97	-0.4	-3	-1	-5
Cc1onc(-c2ccccc2Cl)c1C(=O)NC1CCS(=O)(=O)C1 (configuration not stated)	-9	4	1	0.99	0.96	-0.1	-5	-2	5
CN(C)C(=O)c1cn(N(C)c2ncc(C(F)(F)F)cc2Cl)c(=O)c2ccccc12	-5	8	-18	1.2	0.92	-14	-2	3	-3
O=C(Nc1nc2c(F)cc(F)cc2s1)c1ccco1	-11	2	-6	1.1	0.98	-0.7	-5	3	-2
Cc1ccc(-n2c(SCC(=O)Nc3cccc(S(=O)(=O)NC4=NCCCCC4)c3)nc3ccccc3c2=O)cc1	-6	-26	-5	1	1.3	1.5	-3	26	-3
CCc1nnc(NC(=O)[C@@H](NC(=O)c2ccc(OC)cc2)C(C)C)s1	-5	5	-5	1.1	0.95	2.8	3	-4	-3
COC(=O)c1ccc(Sc2ccc(C)cc2)c(N)c1	-3	8	13	0.87	0.92	-2.4	1	-2	-1
Cc1cc(N2CCN(S(=O)(=O)Cc3ccccc3)CC2)n2ncnc2n1	-4	-1	8	0.92	1	-2.4	-1	7	1
COc1ccccc1CNC(=O)CN(C)Cc1ccc(SC)cc1	-6	2	-2	1	0.98	0.2	-1	9	0
Cc1ccc(S(=O)(=O)N2[C@@H](c3ccc(C(C)C)cc3)C(C(=O)O)=C[C@H]2C(C)(C)C)cc1	-7	6	-1	1	0.94	2.1	-4	4	-1
C/C(=N/NC(=O)CNC(=O)c1ccncc1)c1ccc(Cl)cc1	-9	-2	-10	1.1	1	1.6	-3	1	-1
CC(C)CC1Nc2ncnc(N3CCN(c4ccccc4)CC3)c2N(Cc2ccccc2)C1=O (configuration not stated)	-6	2	20	0.8	0.98	0.7&1.2	0	10	-8
COc1cc(/C=N/NC(=O)C(=O)NCC2CCCO2)cc(Cl)c1O (configuration not stated)	-4	-2	-14	1.1	1	0.3	11	-3	-3
O=C(c1ccc2c(c1)OCCO2)C1CCN(C(=O)c2ccc(F)c(F)c2)CC1	-5	6	16	0.84	0.94	-1.9	-3	-4	0
Cc1ccc(S(=O)(=O)c2c(N)n(/N=C/c3ccco3)c3nc4ccccc4nc23)cc1	-5	15	-2	1	0.85	2.7	-1	-8	-1
Cc1cc(NC(=O)CCC(=O)N(Cc2ccco2)C(C(=O)NC2CCCC2)c2ccccc2)no1 (configuration not stated)	-8	-9	6	0.94	1.1	0.5	-2	-17	3
COC(CNC(=O)c1ccc2nc(-c3ccccc3)c(-c3ccccc3)nc2c1)OC	-6	0	1	0.99	1	0.4	-9	-13	-1
Cc1cc([N+](=O)[O-])ccc1NCc1ccccc1[N+](=O)[O-]	3	13	17	0.83	0.87	1.0	1	1	0
COc1ccccc1-n1nnnc1SCC(=O)Nc1cc(C)on1	-7	6	9	0.91	0.94	0.4	-4	-6	0
CN(C(=O)COC(=O)CNC(=O)c1ccccc1F)C1CCCCC1	-1	8	-5	1.1	0.92	0.3	1	-13	0
NC(=O)c1ccccc1OCC(=O)N1CCc2ccccc2C1	-12	2	11	0.89	0.98	-0.8	4	2	-2
O=C(CC(c1ccccc1)c1ccccc1)NCC1CCCO1 (configuration not stated)	-6	-2	-13	1.1	1	-0.6	-3	-2	-2
COC(=O)c1cc2c(-c3ccccc3)c(C)c3ccccn3c-2c1C(=O)OC	-4	13	23	0.77	0.87	-1.8	-3	6	-6
Cn1cccc1Cc1nnc(SCC(=O)Nc2nc3ccccc3s2)n1CCc1ccccc1	0	0	-10	1.1	1	1.1	8	7	-3

Next section:
SMILES	A3G deaminase	mIAP block	hIAP block	hIAP activ	mIAP act	MPTP inh	APOBEC3A inh	ATG4B inhibitor	MIN6 prolif
COCCCC1CCN(Cc2cn[nH]c2-c2cc(OC)c(OC)c(OC)c2)CC1	-5	-5	-25	1.2	1.1	1.1	-1	12	-1
Cc1ccc(CN2CCNC(=O)C2CC(=O)N(C)C2CCCCC2)cc1 (configuration not stated)	-7	12	10	0.9	0.88	-0.5	-1	0	0
CCn1ccnc1CN1CCN(CC(C)C)C(CCO)C1 (configuration not stated)	-7	3	2	0.98	0.97	1.3	-2	12	-1
N#CC1=C(N)SC(N)=C(C#N)C1C1CC=CCC1 (configuration not stated)	-7	25	7	0.93	0.75	-1.0	-1	-7	-3
Clc1cccc(Cl)c1Cn1cnc(=NCc2ccco2)c2[nH]cnc21	-5	13	16	0.84	0.87	-0.1	-2	5	0
O=C1CC[C@H](OCc2ccccc2)CCN1[C@H](CSc1ccccc1)Cc1ccccc1	-7	0	-13	1.1	1	1.5	1	-1	-6
CNC1(C(N)=O)CCNCC1	-9	-4	-11	1.1	1	0.0	-3	6	-4
Cc1ccc(S(=O)(=O)NC(CC(C)C)C(=O)NCc2ccco2)cc1 (configuration not stated)	0	-12	3	0.97	1.1	-0.3	5	0	0
C=CCn1c(=O)c(C(=O)NCc2ccc3c(c2)OCO3)c(O)c2cc(OC)c(OC)cc21	-4	14	-4	1	0.86	1.6	-5	-1	-2
C/C(=N\NC(=O)c1cc2c(s1)CCC(C)C2)c1cccnc1 (configuration not stated)	-4	4	-5	1.1	0.95	1.8	-1	-18	0
O=c1cc(-c2ccsc2)oc2ccc(-c3ccc4cc[nH]c4c3)cc12	-6	8	6	0.94	0.93	3.3	-2	20	-1
CN(C(=O)c1ccccc1-c1ncc[nH]1)C1CCCN(Cc2ccccc2F)C1 (configuration not stated)	15	-1	-5	1.1	1	-0.4	0	15	-1
COc1ccc(S(=O)(=O)N2CCN(C(=O)c3ccc(=O)[nH]n3)CC2)cc1OC	-11	2	6	0.94	0.98	-1.3	-1	-5	3
CC(=O)Oc1ccc(N2C(=O)C3C4C=CC(CO)(O4)C3C2=O)cc1 (configuration not stated)	24	-13	-13	1.1	1.1	0.6	7	-2	0
CCOc1ccc(C(C)=O)cc1COC(=O)C(C)N=C1NS(=O)(=O)c2ccccc21 (configuration not stated)	-4	6	-4	1	0.94	-0.9	-1	-2	0
COc1cccc(N=c2oc3ccc(OC)cc3cc2-c2nc3ccccc3[nH]2)c1	8	6	-10	1.1	0.94	-0.3	11	2	-3
CCOC(=O)c1cc(NC(=O)CSCCO)ccc1Cl	0	-1	3	0.97	1	-0.6	-3	-11	-2
CCCCN=C1CC(C)(C)CC(=O)/C1=C(/O)CCC	-6	8	12	0.88	0.92	1.8	-2	0	4
O=C(CCc1ccc(S(=O)(=O)N2CCOCC2)cc1)N1CCc2ccccc2C1	-11	0	3	0.97	1	-0.5	5	-3	-5
CC(=O)Nc1ccc(S(=O)(=O)NCC2(N3CCOCC3)CCCCC2)cc1	14	6	-24	1.2	0.94	0.1	-3	-7	-3
CC(=O)Nc1ccc(-c2nnc(SCC(=O)c3ccc4c(c3)Cc3ccccc3-4)n2C)cc1	8	6	13	0.87	0.94	1.7	-1	2	-3
Cc1cccnc1NC(=O)CCCNC(=O)c1ccc(Cl)cc1	-14	5	9	0.91	0.95	-1.7	-4	-6	-1
CCNC(=O)NC(=O)COC(=O)CNC(=O)COc1ccccc1	-3	4	1	0.99	0.96	1.5	-1	-13	5
N=C1C(c2ccccc2)=C(O)CN1c1cccc(S(=O)(=O)NCc2ccco2)c1	-1	4	0	1	0.96	1.3	6	-7	-3
O=C(C1CC1)N(CCN(C(=O)C1CC1)c1ccccc1)c1ccccc1	0	-3	12	0.88	1	0.0	1	-2	-1

Brought forward from above: three entries, then new ones.
SMILES	A3G deaminase	mIAP block	hIAP block	hIAP activ	mIAP act	MPTP inh	APOBEC3A inh	ATG4B inhibitor	MIN6 prolif
CCNC(=O)NC(=O)COC(=O)CNC(=O)COc1ccccc1	-3	4	1	0.99	0.96	1.5	-1	-13	5
N=C1C(c2ccccc2)=C(O)CN1c1cccc(S(=O)(=O)NCc2ccco2)c1	-1	4	0	1	0.96	1.3	6	-7	-3
O=C(C1CC1)N(CCN(C(=O)C1CC1)c1ccccc1)c1ccccc1	0	-3	12	0.88	1	0.0	1	-2	-1
O=C(CN1C(=O)C2CC=CCC2C1=O)Nc1nc(-c2ccc(F)cc2)cs1 (configuration not stated)	-4	5	-15	1.2	0.95	-2.5	1	-5	-3
CC(C)COc1ccc(C(=O)Nc2sc3c(c2C(=O)O)CC(C)(C)OC3)cc1	-7	12	11	0.89	0.88	0.1	-1	27	2
COCCCn1c(=N)c(C(=O)NC2CCCCC2)cc2c(=O)n3ccccc3nc21	-1	-1	18	0.82	1	-2.6	-1	-1	3
COc1cccc(/C=N/Nc2cc(Cl)nc(C)n2)c1O	7	-10	-48	1.5	1.1	-2.2	3	-4	1
CC(=O)c1cc2c(cc1NC(=O)c1ccco1)OCCO2	-5	17	12	0.88	0.83	2.6	-4	-3	-3
COc1ccc(S(=O)(=O)N2CCOC2CNC(=O)C(=O)NCc2ccncc2)cc1OC (configuration not stated)	-7	11	-3	1	0.89	-0.6	-2	0	2
O=C(c1ccc2c(c1)OCO2)N1CCN(c2ccccc2)CC1	0	1	-24	1.2	0.99	0.9	1	0	-2
CC[C@]12c3[nH]c4ccccc4c3CCN1C(=O)C(CC(=O)NCC13CC4CC(CC(C4)C1)C3)C[C@@H]2C(=O)N1CCN(C(=O)c2ccco2)CC1 (some centres not stated)	-8	4	-10	1.1	0.96	-1.3	-5	-15	-4
O=C(NCc1ccccc1F)c1ccc(S(=O)(=O)N2CCCCCC2)cc1	-8	-7	-9	1.1	1.1	-0.4	-2	4	1
Cc1[nH]c2ccccc2c1SCc1nnc(SCc2ccccc2)n1C	-5	-13	-15	1.1	1.1	5.0	1	-17	-3
CCN(CC)C(=O)C1CCCN(Cc2ccccc2)C1 (configuration not stated)	0	4	18	0.82	0.96	2.2	2	8	-3
Cc1nc(-c2ccc(S(=O)(=O)Nc3ccc(S(N)(=O)=O)cc3)cc2)co1	-6	-3	12	0.88	1	0.0	-4	2	-3
OCC(O)/C=N/Nc1nc(N2CCCCC2)nc(N2CCCCC2)n1 (configuration not stated)	-5	5	-15	1.2	0.95	0.3	-2	-5	0
O=C(NCc1ccccc1Cl)C1CCN(S(=O)(=O)c2ccc(-n3cnnn3)cc2)CC1	-2	8	10	0.9	0.92	0.7	2	6	0
CCCOc1ccc(N2C(=O)CC(N3CCN(c4ccccc4OC)CC3)C2=O)cc1 (configuration not stated)	-7	13	-3	1	0.87	-2.9	-4	-6	0
O=c1c2sccc2n(Cc2cc(=O)n3ccccc3n2)c(=O)n1-c1ccccc1	-5	8	4	0.96	0.92	-0.2	2	1	0
